High-throughput results as filed in PubChem BioAssay.
Shn3 inh set2: reduces Shn3 3'UTR luciferase signal in osteoblasts; Clone20 osteoblast Shn3 3'UTR firefly luciferase, 24 h; inhibition, % at 12.5 µM; actives 0.52% (n = 360,000);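 active means mean inhibition of at least 75% with every replicate also reaching 75%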;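 further: 0% = median of neutral control wells and 100% = pilot-screen positive control compound; some compounds past the cut are filed as inactive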
CaV13 ICDI inh: Primary screen for inhibitors of IQ motif and Ca2+-dependent inactivation inhibitor domain binding in CACNA1D, Förster resonance energy transfer in living cells, …; AID 743397; inhibition, % at 12.3 µM; actives 0.098% (n = 340,000); HEK cells, CFP/YFP FRET ICDI-IQ, plate reader, 10 min; percent FRET-ratio fall versus neutral wells;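 active means mean replicate inhibition of at least 30% and at least 1% of replicates passing that level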;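 further: 0% = median of the neutral control wells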
HIF-2a inh: inhibitors of HIF-2a; 786-0 RCC cells HIF-2a reporter, luciferase luminescence, overnight; inhibition, % at 18.8 µM; actives 0.72% (n = 360,000); AID 624352;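 active means inhibition of the luminescence signal of 40% or more relative to plate controls, in a single-dose primary screen at 18.75 µM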
iPSC survival up: hiPSC single-cell survival enhancement | ATPlite luminescence; 100% = ROCK inhibitor wells, 0% = DMSO | survival enhancement, % at 20 µM | actives 0.044% (n = 360,000) | AID 602274; in the data active means survival enhancement above about 18%;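 further: cells exposed to compounds for 16 hours before the ATP read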
Cardio protect: protects H9c2 cardiomyocytes from peroxide injury; H2O2 injury protection, ATPLite, 2 h; protection from H2O2 cell death, % at 20 µM; actives 0.63% (n = 360,000); AID 588492;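 active means compounds giving at least 50% protection of heart cells from peroxide-induced death in the single-dose screen, raw or plate-pattern-corrected value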;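 further: 0% = DMSO wells with peroxide and 100% = DMSO wells without peroxide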
TRPM1 prom inh: MITF TRPM1 promoter inhibition in SK-MEL-5 cells | actives 0.83% (n = 330,000) | inhibition, % at 12.5 µM | SK-MEL-5 TRPM1 promoter luciferase, 24 h;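 active means mean inhibition across replicates of 60% or more, whatever share of single replicates reaches that level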; further: values of inactives mirror those of a sister screen read the other way
NR2E3 ag-1: agonists of human NR2E3 nuclear receptor; inhibition of corepressor binding, % at 3.98 µM; actives 0.35% (n = 360,000); Q9Y5X4; AID 602229; CHO-S Gal4-NCOR/VP16-NR2E3 two-hybrid, luciferase;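 active means inhibition above the mean of all tested compounds plus 3 SD, cut at about 70% in these data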;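 further: 0% = DMSO with NR2E3 transfected cells and 100% = cells lacking NR2E3 construct; higher means lower luciferase signal from less NR2E3 corepressor binding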
Target sequence (Q9Y5X4 whole entry, looked up, the tested form may be a part): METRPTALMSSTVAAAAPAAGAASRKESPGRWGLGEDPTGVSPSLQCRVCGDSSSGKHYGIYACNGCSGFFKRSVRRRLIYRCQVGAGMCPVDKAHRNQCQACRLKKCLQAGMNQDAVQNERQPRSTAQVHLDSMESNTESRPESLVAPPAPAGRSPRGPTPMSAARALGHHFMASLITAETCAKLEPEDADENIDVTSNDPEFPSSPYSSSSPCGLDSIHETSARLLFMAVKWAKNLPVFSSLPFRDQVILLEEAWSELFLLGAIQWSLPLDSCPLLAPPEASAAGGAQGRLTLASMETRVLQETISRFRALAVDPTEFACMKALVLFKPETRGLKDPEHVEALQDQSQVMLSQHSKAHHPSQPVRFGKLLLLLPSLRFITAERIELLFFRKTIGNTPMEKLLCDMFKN
PDI inh: PDI (human) enzyme inhibition; PDI insulin aggregation turbidity, A650, 90 min; actives 0.052% (n = 350,000); inhibition, % at 10 µM;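 active means mean inhibition across replicates of 30% or more, whatever share of single replicates reach that level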;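 further: absorbance from insulin aggregation driven by PDI reduction with DTT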
Target sequence (P07237 whole entry, looked up): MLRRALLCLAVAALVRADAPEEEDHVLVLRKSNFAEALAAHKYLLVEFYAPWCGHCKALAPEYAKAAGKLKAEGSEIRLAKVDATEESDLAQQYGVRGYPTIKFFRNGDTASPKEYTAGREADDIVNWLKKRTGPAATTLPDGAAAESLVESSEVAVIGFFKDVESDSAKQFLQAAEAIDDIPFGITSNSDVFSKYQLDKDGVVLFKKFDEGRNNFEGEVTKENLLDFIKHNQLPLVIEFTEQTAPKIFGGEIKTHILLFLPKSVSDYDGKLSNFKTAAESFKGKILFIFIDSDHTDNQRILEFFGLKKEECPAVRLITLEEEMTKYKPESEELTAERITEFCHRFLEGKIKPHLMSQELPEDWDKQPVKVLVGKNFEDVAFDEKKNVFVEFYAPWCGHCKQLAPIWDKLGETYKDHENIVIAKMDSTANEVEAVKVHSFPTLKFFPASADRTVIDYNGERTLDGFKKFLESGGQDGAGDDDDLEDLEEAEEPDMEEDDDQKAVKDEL
NR2E3 ag-2: NR2E3 (human) agonism | AID 2300 | inhibition of corepressor binding, % at 4.78 µM | GST-NR2E3/biotin-RetCOR TR-FRET, 1536-well | actives 0.12% (n = 320,000);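 active means percent inhibition above the cutoff of mean plus 3 SD of all tested compounds, set per screening campaign, cut at about 20% in these data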;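 further: 0% = DMSO wells and 100% = biotin wells as full block of FRET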
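System: GST-NR2E3 and biotin-RetCOR proteins; probe or stimulus: 7 nM biotin-RetCOR; doses: compound at 4.8 µM, single dose; schedule: Compound–protein incubation for 5 h at 4 °C; detection: time-resolved FRET; read-out: percent inhibition; controls: biotin wells as high control, 0.6% DMSO wells as low control; format: 1536-well plates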
HTR2A ag: mouse HTR2A agonism via beta-arrestin recruitment; P35363; CHO-K1 mHTR2A beta-arrestin complementation, luminescence; percent of 30 µM serotonin response; actives 0.66% (n = 360,000); activation, % at 7.6 µM;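 active means activation above a run cutoff, the mean activation of all tested compounds plus 3 SD, cut at about 14% in these data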;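 further: 0% = plate median of compound wells and 100% = 30 µM serotonin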
Peg3 promoter: inhibitors of Peg3 promoter. HeLa PEG-Prom luciferase reporter, luminescence, overnight. inhibition, % at 20 µM. actives 1.7% (n = 360,000);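 active means inhibition of at least 50% at 20 µM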
The depositor's hits bear a star; . = not tested or not shown.

SMILES	Shn3 inh set2	CaV13 ICDI inh	HIF-2a inh	iPSC survival up	Cardio protect	TRPM1 prom inh	NR2E3 ag-1	PDI inh	NR2E3 ag-2	HTR2A ag	Peg3 promoter
COc1ccc(C2=NN(C(=O)CSc3ncccn3)C(c3ccc(OC)cc3)C2)cc1 (stereo not given)	28	-3	8	-0.4	-5	-12	-23	-1	3	7	0
O=C(Cc1ccccc1)N1CCC2(CC1)NCCc1[nH]cnc12	0	-2	5	0.6	4	1	-24	-1	2	5	5
Cc1cc(=O)oc2cc(OCC(=O)NCC3CCC(C(=O)O)CC3)ccc12 (stereo not given)	5	.	8	-2.2	-2	-4	-39	.	0	0	-5
COc1cc2c(cc1OC)C(CNC(=O)C=Cc1cc(OC)c(OC)c(OC)c1)C2 (stereo not given)	-2	-6	16	5.8	8	.	22	7	.	-1	-2
CCOC(=O)C(C(=O)OCC)c1c([N+](=O)[O-])c(=O)n2c3c(cccc13)CCC2	15	-4	7	0.9	2	18	-1	5	1	10	14
O=C(c1ccc2c(c1)OCO2)N1CCN=C1SCc1ccccc1	2	-5	-7	-4.1	7	-11	-27	-4	3	-3	-12
O=C(CCN1C(=O)c2ccccc2C1=O)Nc1cccc(F)c1	-20	-6	-4	2.0	8	6	-16	-6	-3	-1	-18
CCOC(=O)CSC1=C(C#N)C(c2ccccc2OCC)C(C(=O)OCC)C(=O)N1 (stereo not given)	31	-4	25	-0.1	8	-11	-3	20	3	1	2
Cc1cc(C)c2nc3nc(C)c(C)cc3c(N)c2c1	-6	-4	-10	-0.9	2	41	-39	-6	.	-2	66*
CCCCCC(=O)NC(=S)NC1C2CC3CC(C2)CC1C3 (stereo not given)	8	-5	-24	0.5	-6	-16	-14	-3	1	1	-20
COc1ccc(CC(=O)NCc2cccc(Cl)c2)cc1S(=O)(=O)N1CCOCC1	-1	-8	14	-3.3	1	.	-9	-6	.	-2	8
C=C(C)Cn1c(COc2ccccc2)nnc1SCC(=O)O	-10	.	15	1.2	-3	1	0	-2	1	3	4
COc1ccc(/C=C2\CN(Cc3ccccc3)C/C(=C\c3ccc(OC)cc3)C2=O)cc1	16	-2	37	-0.9	4	11	-3	0	-1	1	47
CCCCCCC(CC(=O)NCc1cccnc1)CC(=O)NCc1cccnc1	-6	2	7	0.0	4	2	-33	1	6	0	-1
O=C(c1cc(C(=O)N2CCCC2)cc([N+](=O)[O-])c1)N1CCCC1	-4	-2	18	0.4	3	3	-27	1	2	-2	14
N#Cc1cccc(S(=O)(=O)NCc2nnc3ccccn23)c1	-8	-2	11	-0.4	4	-5	1	9	-1	-1	-5
Cc1ccccc1Nc1ncccc1C(=O)N1CCOCC1	18	-4	13	4.6	2	14	1	6	-4	1	5
CCSc1ccccc1C(=O)NCCCn1ccnc1	16	-5	21	-1.0	0	-3	-15	7	3	-1	14
CC(=O)c1cccc(Nc2cc(C)nc3c(C)cccc23)c1	3	-12	20	-0.6	3	-6	-16	0	-3	-6	8
CC12CCC(C(=O)N/N=C/c3ccc(O)cc3)(OC1=O)C2(C)C (stereo not given)	-14	-6	13	-0.5	3	3	-30	1	5	4	6
O=C(NCCNC(=O)C(c1ccccc1)c1ccccc1)c1ccco1	-11	.	1	-1.3	-8	11	-20	1	4	13	3
CCOc1ccc(CCNC(=O)CSc2nc3ncc(Cl)cc3[nH]2)cc1OCC	14	.	9	-0.4	0	-7	-1	-2	3	-1	2
Cc1ccc(C2=N/C(=C\c3c(C)nn(-c4ccccc4)c3N3CCCC3)C(=O)O2)cc1	-25	-5	4	1.4	-2	1	21	7	4	-1	14
O=C(CCCn1c(=S)[nH]c2cc3c(cc2c1=O)OCO3)NCc1cccc(Cl)c1	8	-3	18	-0.3	2	7	0	-2	28*	-4	17
CCOC(=O)NC(=O)COC(=O)c1cccc2ccccc12	25	-3	3	-0.6	-6	-8	28	-2	0	7	-21
CCO[C@H]1OC(C(=O)N2CCN(C)CC2)=C[C@@H](C(C)(C)C)[C@@H]1CCCO	-16	-9	12	3.0	-3	-15	0	0	2	5	-1
CCCN(CC(=O)Nc1ccccc1OC)C(=O)c1ccccn1	-2	-10	-8	-3.8	-2	2	-29	2	.	0	-22
COc1ccc(N2CCN(C(=O)CCS(=O)(=O)c3cccc4nsnc34)CC2)cc1	0	-4	13	0.1	3	2	5	-33	0	4	15
Cc1cccc(OCCCC(=O)Nc2ccc(Br)cc2)c1	0	-2	7	-2.1	-5	3	-1	-7	3	-4	1
CN(CCCCCCCCC(=O)/C=N/O)Cc1ccccc1	-2	-9	-15	0.7	-8	7	-4	8	-4	-5	0
Cc1ccc(OCCNC(=O)c2cc(C(=O)NCCOc3ccc(C)cc3)cc([N+](=O)[O-])c2)cc1	16	-5	14	-1.1	-7	4	-19	-3	0	-5	7
CCOc1ccc(CCNC(=O)COC(=O)COc2ccc(C(C)=O)cc2)cc1OCC	5	-6	2	-0.3	6	0	0	-7	-1	1	6
CCC(C)NC(=O)c1cccc(C)c1 (stereo not given)	10	-5	12	-0.7	-3	3	-19	8	3	1	9
Cn1c(=O)c2c(nc(Cl)n2Cc2ccncc2)n(C)c1=O	-15	-12	21	0.1	1	-2	-4	8	5	-2	19
Cc1ccccc1S(=O)(=O)Oc1cccc2c(O)cccc12	7	-5	-60	0.0	-4	-7	-26	1	-2	-9	-81
COc1ccccc1OCc1ccc(C(=O)N2CCN3CCCC3C2)cc1 (stereo not given)	-3	.	-4	0.7	7	-10	22	-10	3	2	7
COc1cccc(/C=N\NC(=O)c2ccc(C)nc2)c1	-29	0	-72	-0.2	-4	0	-9	-6	1	1	1
CCC1(c2ccc(F)cc2)NC(=O)N(CC(=O)Nc2cccc(S(=O)(=O)N3CCCC3)c2)C1=O (stereo not given)	1	-7	14	1.1	-5	2	-17	0	.	-2	13
CC(=O)Nc1ccc(S(=O)(=O)NCc2ccc(C(=O)NCCN(C)Cc3ccccc3)cc2)cc1	0	-7	-5	-1.8	10	.	-26	-7	.	-5	12
Cc1ccc(S(=O)(=O)CCC(=O)N2CCN(c3ccccc3O)CC2)cc1	11	-6	-10	6.1	-1	1	4	8	.	1	-8
c1ccc(CN2CCN(Cc3c[nH]c4ccccc34)CC2)cc1	1	-19	15	-0.3	-7	1	-15	13	1	1	-3
COc1ccc(/C=N/N=C/c2ccc(OC)c(OC)c2)cc1OC	-1	-6	1	-1.7	3	-3	-30	1	1	-2	9
O=C(Nc1cccn(Cc2ccccc2Cl)c1=O)NC1CCCCC1	16	7	-56	-0.2	-11	-6	-15	-1	4	0	-23
Cc1ccc(S(=O)(=O)N2C[C@H]3N(C(=O)OC(C)C)N(C(=O)OC(C)C)C[C@H](OC(=O)Nc4c(C)noc4C)[C@@]3(O)C2)cc1	-13	-6	1	-1.1	-2	.	13	3	.	9	3
CC(=O)Nc1ccc(NC(=O)COC(=O)[C@@H]2CCCN2C(=O)c2cccs2)cc1	-4	-10	4	1.6	-7	7	-3	1	.	-2	-2
CCc1c(C)sc(NC(=O)c2ccoc2C)c1C(N)=O	-3	-5	-143	-0.5	-14	-17	-46	3	1	3	-110
COc1ccc(Cl)cc1S(=O)(=O)NCc1cccnc1	-2	-10	19	-1.3	0	3	-28	8	6	0	-1
COC(=O)C1=C(C(=O)OC)[C@]2([C@H]3CCCCN[C@@H](Cc4ccccc4)C(=O)N3Cc3ccccc3)C=C[C@H]1O2	66	-11	4	-1.6	-3	21	10	-4	.	-7	34
CC(C)Cn1c(SCC(=O)c2c(N)n(C)c(=O)n(C)c2=O)nc2ccccc21	-6	-2	6	-1.7	26	2	-15	0	1	-8	12
O=C(Nc1ccc2c(c1)OCCO2)C(CCc1ccccc1)N(Cc1ccccc1)Cc1ccccc1 (stereo not given)	-7	.	-14	2.2	-3	.	-15	.	.	18*	8
Cc1cc(C)c(C#N)c(OCC(=O)c2ccccc2)n1	-11	-4	-24	-3.5	7	8	-12	-7	-1	2	-18
CC(Oc1ccc(F)cc1)C(=O)Nc1ccccc1N1CCCCC1 (stereo not given)	20	.	16	-0.3	-7	9	7	1	-1	1	32
CCOC(=O)C1CCCN(C(=O)COc2ccc(C(=O)c3ccccc3)cc2)C1 (stereo not given)	20	-6	-3	-0.4	-3	5	-12	-8	.	2	14
Cc1cc(C)c(S(=O)(=O)/N=C2\C=C(NS(=O)(=O)c3ccccc3)C(=O)c3ccccc32)c(C)c1	9	-8	8	0.3	-16	25	-18	-2	1	6	10
FC(F)C(F)(F)Oc1cccc(Nc2nccn3c(-c4ccc5ccccc5c4)cnc23)c1	12	-7	-87	-4.2	-6	.	-33	2	.	-2	-69
COCCNC(=S)N(CCc1c(C)[nH]c2ccc(F)cc12)Cc1ccc(C)cc1	13	-4	-12	1.3	-5	3	18	3	.	-3	36
CCCC(C(=O)NC1CCCCC1)N(CC1CCCO1)C(=O)CNS(=O)(=O)c1ccc(F)cc1 (stereo not given)	6	-5	15	3.8	-1	2	2	2	7	0	10
CC(C)CCn1c(NCCc2ccccc2)nc2c1c(=O)n(C)c(=O)n2C	73	-6	-4	-0.5	3	-3	18	1	4	5	5
Cc1cccc(C)c1NC(=O)COC(=O)Cc1ccsc1	1	-6	13	-3.0	2	3	6	-6	-3	7	2
Cc1cccc2cc(CN(Cc3nnnn3Cc3ccco3)C3CCCC3)c3nnnn3c12	-1	-4	17	-0.7	12	-12	-3	12	0	4	11
Cc1c(C(=O)Nc2nnc(C3CC3)s2)oc2ccccc12	-81	-7	-216	-1.7	-2	-60	-157	5	-2	0	-280
CN(Cc1ccccc1)S(=O)(=O)c1ccc2c(c1)n(C)c(=O)n2C	-2	-6	14	-1.8	-4	0	4	4	-1	-5	28
Brc1ccc(-c2csc(Nc3nc(-c4ccc(Br)cc4)cs3)n2)cc1	-1	-5	-85	0.7	-11	4	-31	4	1	-1	13

Grouped by structure, the compounds so far containing two or more sulfur atoms (3)
SMILES	Shn3 inh set2	CaV13 ICDI inh	HIF-2a inh	iPSC survival up	Cardio protect	TRPM1 prom inh	NR2E3 ag-1	PDI inh	NR2E3 ag-2	HTR2A ag	Peg3 promoter
COc1ccc(N2CCN(C(=O)CCS(=O)(=O)c3cccc4nsnc34)CC2)cc1	0	-4	13	0.1	3	2	5	-33	0	4	15
Cc1cc(C)c(S(=O)(=O)/N=C2\C=C(NS(=O)(=O)c3ccccc3)C(=O)c3ccccc32)c(C)c1	9	-8	8	0.3	-16	25	-18	-2	1	6	10
Brc1ccc(-c2csc(Nc3nc(-c4ccc(Br)cc4)cs3)n2)cc1	-1	-5	-85	0.7	-11	4	-31	4	1	-1	13

Outcome played no part in choosing rows; any-hit rate near 3.9%.
